MITF act = increases MITF-driven TRPM1 promoter luciferase signal | activation, % at 12.5 µM | AID 588334 | 300,000 tested, 0.75% active | SK-MEL-5 TRPM1-promoter luciferase, 24 h; % of positive control, neutral wells = 0;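 active = mean activation of at least 80% with every replicate also reaching 80%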;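 note: 0% = neutral control wells and 100% = parthenolide positive control wells; values of inactives mirror those of a sister screen read the other way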
cardiac RTF act = cardiac RTF calcium sensitization. IANBD-labeled TnC RTF fluorescence at EC20 calcium; 0% EC20 calcium, 100% full calcium. activation, % at 7.2 µM. 340,000 tested, 0.24% active. AID 493008;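 active = activation above the mean over all tested compounds plus 3 SD, cut at about 30% in these data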;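 note: rise in fluorescence read as greater calcium sensitivity of cardiac thin filaments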
Rtt109 Vps75 = blocks Candida albicans Rtt109/Vps75 acetyltransferase activity; 330,000 tested, 0.16% active; purified Rtt109/Vps75, ThioGlo CoA-SH fluorescence, 4 h; inhibition, % at 34.9 µM; AID 540336;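 active = inhibition of at least 50% in every replicate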
Tat export inh = inhibitors of E. coli Tat protein transport; E. coli MC4100 TorA-mCherry Tat export, fluorescence; inhibition, % at 10 µM; 340,000 tested, 0.036% active;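 active = mean replicate inhibition at least 50% and at least half of replicates individually reaching 50%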;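 note: exported cargo escapes ClpAP degradation while cytoplasmic cargo is degraded and loses fluorescence; 0% = median of neutral control wells and 100% = median of NaSCN control wells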
CDK5 p35 inh = inhibitors of human CDK5/p35 kinase; AID 488839; 330,000 tested, 0.01% active; Q00535+Q15078; inhibition, % at 10 µM; Recombinant CDK5/p35, ADP-Glo luminescence, 60 min;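 active = highest replicate inhibition of at least 50% and at least 75% of replicates reaching 50%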;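 note: plate controls were DMSO neutral control for no effect and GW8510 at 10 µM for full effect; many of its hits are not listed in these tables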
Target sequence (Q00535 whole entry, looked up): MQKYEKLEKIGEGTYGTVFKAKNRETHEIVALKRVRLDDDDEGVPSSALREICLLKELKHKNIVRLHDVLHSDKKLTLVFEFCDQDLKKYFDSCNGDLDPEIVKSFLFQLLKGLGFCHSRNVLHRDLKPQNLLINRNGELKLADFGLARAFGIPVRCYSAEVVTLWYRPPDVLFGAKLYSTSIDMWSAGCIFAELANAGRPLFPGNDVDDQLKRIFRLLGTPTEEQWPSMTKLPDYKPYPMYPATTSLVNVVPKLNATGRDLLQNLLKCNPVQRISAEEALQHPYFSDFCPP
Target sequence (Q15078 whole entry, looked up): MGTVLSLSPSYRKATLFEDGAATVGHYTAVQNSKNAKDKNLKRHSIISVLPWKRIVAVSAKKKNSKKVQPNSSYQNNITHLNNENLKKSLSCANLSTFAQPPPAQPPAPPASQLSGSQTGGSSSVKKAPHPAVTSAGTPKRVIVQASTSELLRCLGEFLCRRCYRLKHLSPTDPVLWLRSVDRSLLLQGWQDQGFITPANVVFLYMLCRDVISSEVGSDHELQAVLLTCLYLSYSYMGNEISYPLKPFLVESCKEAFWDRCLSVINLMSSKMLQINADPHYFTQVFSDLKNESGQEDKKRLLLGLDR
dFosB act = activators of mouse delta FosB homodimer. purified delta FosB, TAMRA-CDK5 oligo fluorescence polarization; percent of positive-control signal above neutral wells. AID 493131. 340,000 tested, 0.99% active. activation, % at 25 µM. P13346;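 active = mean activation above about 17%, with every replicate also reaching it, limit read from the data, passing the limit was not always enough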;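 note: fluorescence polarization rise as delta FosB binds a TAMRA Cdk5 AP-1 oligo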
Target sequence (P13346 whole entry, looked up): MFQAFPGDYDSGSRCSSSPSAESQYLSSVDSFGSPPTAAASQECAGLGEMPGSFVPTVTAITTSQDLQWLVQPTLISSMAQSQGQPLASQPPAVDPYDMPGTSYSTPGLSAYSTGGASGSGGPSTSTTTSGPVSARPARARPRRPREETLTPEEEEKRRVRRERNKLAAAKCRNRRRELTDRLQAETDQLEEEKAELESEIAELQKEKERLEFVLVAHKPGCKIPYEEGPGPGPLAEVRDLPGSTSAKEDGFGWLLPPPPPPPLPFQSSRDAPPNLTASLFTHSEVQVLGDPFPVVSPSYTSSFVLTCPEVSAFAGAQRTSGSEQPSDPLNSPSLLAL
CAL PDZ FP-1 = human CAL PDZ-peptide interaction inhibition; Q9HD26; purified CAL PDZ, TMR-peptide fluorescence polarization, 1 h; inhibition, % at 20 µM; 330,000 tested, 0.02% active; AID 504414;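 active = highest replicate inhibition of at least 40%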;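 note: plate controls were DMSO neutral control wells for no effect and unlabeled competitor peptide control wells for full effect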
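Material: tagged CAL PDZ domain; buffer or medium: 25 mM sodium phosphate pH 7.4, 150 mM NaCl, TCEP, IgG, Thesit; compound dosing: single point, 20 µM; schedule: 1 h incubation at room temperature before polarization reading; measured by: FP readout, S and P plane fluorescence; read-out basis: percent inhibition from loss of millipolarization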
V-ATPase pHluor = yeast V-ATPase proton transport regulation by pHLuorin | S. cerevisiae, pHLuorin cytosolic pH fluorescence | response, % at 10 µM | 350,000 tested, 0.37% active | AID 504577; in the data active = response mostly above about 7.3%, no sharp cut-off; inactive = mostly below about 5.4%; note: actives read high; inactives centre near 0; some compounds called inactive have numbers as strong as hits; reference of the scale not given here
Wnt bcat act = activates Wnt/beta-catenin signaling in a reporter cell assay. activator, plate reader. activation, % at 9.35 µM. 300,000 tested, 1.2% active. AID 743398; in the data active = activation above about 30%, passing the limit was not always enough;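 note: 0% = neutral control wells and 100% = positive control wells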
CAL PDZ FP-2 = CAL PDZ (human) peptide binding inhibition. Q9HD26. purified CAL PDZ, TMR-peptide fluorescence polarization, 1 h. inhibition, % at 24.9 µM. 300,000 tested, 0.92% active. AID 602252;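 active = mean inhibition of at least 30% with at least half of replicates also reaching 30%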;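 note: 0% = DMSO neutral control and 100% = excess unlabeled competitor peptide PRC23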
* marks the source's active call; other numbers are inactive results; / = no result given.

SMILES	MITF act	cardiac RTF act	Rtt109 Vps75	Tat export inh	CDK5 p35 inh	dFosB act	CAL PDZ FP-1	V-ATPase pHluor	Wnt bcat act	CAL PDZ FP-2
COC(=O)c1nccc2c1[nH]c1ccccc12	16	-4	4	-6	1.6	-19	-2.1	-1	-1	-2
COc1ccccc1NC(=O)C(C/C=C(/C)Cl)C(C)=O (configuration not stated)	-10	-3	-5	1	0.6	-4	-0.3	0	2	-2
CCOC(=O)C1CCN(C(=O)CCc2nc3ccccc3[nH]2)CC1	9	1	-7	-4	-1.1	-6	0.5	7	/	-4
O=S(=O)(c1cccc(S(=O)(=O)N2CCCC2)c1)N1CCCCC1	5	-9	-4	0	0.5	-4	-2.2	0	-1	-4
COc1cc(C(=O)c2c(C)c(CCC#N)n3ccccc23)cc(OC)c1OC	-1	-4	4	-2	-0.1	-4	0.6	1	-2	2
O=C(C1CCCN(S(=O)(=O)c2ccccc2[N+](=O)[O-])C1)N1CCN(c2ccccc2)CC1 (configuration not stated)	12	-1	8	-3	0.6	3	-0.6	7	-1	5
Cc1ccc(S(=O)(=O)NCCN(CCNS(=O)(=O)c2ccc(C)cc2)S(C)(=O)=O)cc1	/	0	-12	7	0.2	-2	-0.6	-4	4	52*
O=C(CN1CCOCC1)Nc1cccc(S(=O)(=O)N2CCCCCC2)c1	6	-3	3	1	1.9	-3	-1.8	1	-2	-2
CCOc1ccc(CN(C)C(C)C(=O)NCc2ccccc2)cc1 (configuration not stated)	-2	6	7	-7	-0.2	-1	-0.4	-1	0	3
COc1ccc(C2=NS(=O)(=O)N(C)C(C(=O)N3CCOCC3)=C2)cc1	/	-2	13	-4	0.0	0	-0.2	-3	0	1
Nn1c(C2CCC2)nc2ccccc2c1=O	/	-3	3	2	0.1	-10	-0.4	-1	-1	-3
Cc1nn(-c2ccccc2)c2c1C1(C(=O)N3c4c(cccc41)C(C)CC3(C)C)C(C#N)=C(N)O2 (configuration not stated)	-22	-1	4	1	-0.7	-8	-0.4	4	-2	/
CCOc1ccc2c(c1)C(c1cccs1)=NNC(c1cccnc1)=N2	3	1	25	-2	-1.2	-5	-1.0	-2	-3	2
COc1ccccc1CCNC(=O)C(=O)NCC1OCCN1C(=O)c1ccc(Cl)cc1 (configuration not stated)	-3	-1	1	-15	-0.3	-8	-0.8	1	-3	/
CSc1ccc(C(=S)N2CCN(C)CC2)cc1	-10	-2	/	3	1.2	0	-2.8	-1	/	-2
CSc1nc(-c2ccc(Cl)cc2)nn1C(=O)c1ccccc1	42	7	-1	-5	-0.1	-6	-0.1	1	/	/
CCN(Cc1ccccc1)C(c1cccs1)c1nnnn1C1CCCCC1 (configuration not stated)	-3	-7	42	-1	-1.0	-7	-3.4	8	-6	-1
Cc1ccc(CNC(=O)c2c(C)cc(=O)oc2C)cc1	11	-2	-5	0	0.6	2	-2.3	2	/	/
Cc1cc([N+](=O)[O-])nn1CCCC(=O)NC1CCCCC1	11	-2	-11	2	-0.1	7	1.3	2	-3	-8
COc1ccc(C(=O)COC(=O)C2CCCN2C(=O)C23CC4CC(CC(C4)C2)C3)cc1 (configuration not stated)	-8	-4	/	5	0.7	-14	-0.4	0	-4	15
O=C1CCCC2=C1C(c1ccc(Cl)cc1)N1C(=O)CCSC1=N2 (configuration not stated)	/	3	-5	5	-0.2	-1	-2.1	-7	-7	-2
O=C(Nc1ccc(N2CCOCC2)c(F)c1)c1ccncc1	17	-2	-2	6	0.4	0	/	0	/	-1
CN(Cc1ccc(C(C)(C)C)cc1)C(=O)C1CSC2(C)CCC(=O)N12 (configuration not stated)	-8	-4	1	-1	-1.3	-11	0.8	-2	1	-2
CCC1(CC)C(=O)N(C)C(=O)NC1=Nc1ccc(OC)cc1	4	-3	3	-4	0.8	-4	/	0	/	-7
COc1ccc(OC)c(C(=O)Cn2nnc(-c3ccc(N4CCOCC4)cc3)n2)c1	26	8	-5	-5	1.3	-1	-0.1	2	2	6
C=CCc1cccc2cc(C(=O)NC)c(=O)oc12	-3	-3	7	-4	1.0	-9	-0.1	1	-3	10
C=CCn1c(SCC(=O)N2N=C(c3ccco3)CC2c2ccco2)nnc1-c1ccncc1 (configuration not stated)	11	-2	-4	-3	0.8	2	1.5	-4	/	-1
COc1ccc(NC(=O)Nc2ncn(Cc3cccc(C(F)(F)F)c3)n2)cc1OC	/	1	1	7	-2.4	-2	0.1	-3	/	0
COc1ccc(C2(CNC(=O)c3cccc([N+](=O)[O-])c3)CCCCC2)cc1OC	11	2	0	0	1.0	2	-1.0	3	-2	/
Cc1cccc(/C(N)=N/OC(=O)c2ccc(Br)o2)c1	58	2	-2	-6	-0.8	4	-2.2	0	46*	-3
Cc1ccc(OCC(=O)N/N=C\c2ccc(C)o2)c(C)c1	6	1	1	-6	0.7	-2	-1.4	-5	-2	2
COc1ccc(C2SCC(=O)N2c2ccc(F)cc2)cc1 (configuration not stated)	-4	-3	-4	-1	-2.6	1	-0.6	0	-1	-6
CCC(c1nnnn1CC1CCCO1)N(CCN1CCOCC1)Cc1cc2cc(C)ccc2[nH]c1=O (configuration not stated)	-9	-5	-2	-6	0.7	-13	0.4	-1	/	/
COc1cc(-c2nnc(COc3ccc4cc(Br)ccc4c3)o2)cc(OC)c1OC	/	3	-4	-12	2.5	0	0.7	-2	/	-2
CSCCC(NC(=O)c1ccccc1Cl)C(=O)OCC(=O)N1CCCC1=O (configuration not stated)	5	-1	14	-12	-1.4	-4	-0.9	1	0	-2
CCC(=NCc1ccccc1)C1=C(O)C(C(=O)OC)C(C)(C)CC1=O (configuration not stated)	5	3	3	5	-0.6	-19	-4.1	4	-1	5
CNC(=O)/C(C#N)=C/c1c(N2CC(C)OC(C)C2)nc2ccccn2c1=O (configuration not stated)	-7	-3	-28	4	-1.8	-9	-1.8	-3	/	1
O=C(N/N=C/c1ccccc1)c1ccc(CN2C(=O)c3cccc4cccc2c34)cc1	2	6	-9	3	-6.0	-7	-1.7	-1	3	-5
Cc1nc(NCc2ccc3c(c2)OCO3)c2oc3ccccc3c2n1	-10	0	/	-1	-0.9	-24	-4.6	3	0	-4
CC(Oc1cccc(Cl)c1)C(=O)Nc1ccc(S(=O)(=O)Nc2ncccn2)cc1 (configuration not stated)	-26	-4	-5	-3	-1.0	0	0.3	2	-1	-7
CCC(=O)N1CCN(C(C)=O)C1c1ccccc1 (configuration not stated)	-8	4	-30	-14	-0.1	-9	/	6	/	-4
CN(C)c1ccc(NC(N)=S)cc1	1	3	14	-5	-0.3	-3	-1.8	0	20	2
COC(=O)[C@@H]1C[C@@H]2CC[C@@H](O)C[C@@H]2N1Cc1ccc(Cl)cc1	-5	-4	-5	-20	-1.5	2	-0.6	0	-6	-1
Cc1ccc(NC(=O)c2c(C)nn(-c3ccccc3)c2Cl)c(C)c1	36	-3	-37	2	-0.3	-9	-0.5	-2	/	0
Cc1ccc2oc(=O)c3cnn(CC(=O)NC4CCCCC4C)c3c2c1 (configuration not stated)	-3	7	12	-15	0.5	-8	0.0	2	-2	/
CCn1cc(/C=C(\NC(=O)c2cc(OC)c(OC)c(OC)c2)C(=O)N2CCN(C)CC2)c2ccccc21	8	3	3	7	/	-15	-0.2	-2	0	-3
CC1Sc2ccc(S(=O)(=O)CCC(=O)NC3CCCCC3C)cc2NC1=O (configuration not stated)	3	2	12	3	-0.8	-5	-1.1	-1	0	/
Fc1ccc(OCCOCCOc2cccc3[nH]ccc23)cc1	8	-2	7	0	-0.7	0	0.7	4	-1	/
O=C(NN=Cc1ccc(N2CCOCC2)cc1)c1cc2ccccc2cc1O	-4	0	12	-7	1.4	-13	0.8	1	-4	3
O=C(CSc1nc2ccc([N+](=O)[O-])cc2[nH]1)NC1CCCCC1	7	-1	3	-8	3.4	-2	-2.2	0	-3	1
COc1ccc(C(=O)Oc2ccc(C(C)=O)cc2)c(OC)c1	/	-3	3	11	-1.1	-11	-0.3	-3	-1	-7
CCOC(=O)[C@@H]1[C@H]2COc3ccccc3[C@@H]2N2C(=O)N(c3ccc(C(F)(F)F)cc3)C(=O)[C@]12C	-5	2	0	-19	2.0	0	-1.0	-4	-8	-2
NC(=O)c1cc(NC(=O)CCc2nc3ccccc3s2)cc(C(N)=O)c1	-2	-4	-3	0	-4.3	-15	-3.0	9.6*	-2	-1
C[C@@H](C(=O)NCc1ccccn1)[C@@H]1C[C@@]1(C)[C@@H](NC(=O)OCc1ccccc1)c1ccccc1	7	6	-1	2	1.2	-3	-0.9	0	0	2
COc1ccc(OC)c(CN2CCN(CCc3ccccc3)C(CCO)C2)c1 (configuration not stated)	0	0	-1	-1	-3.4	1	1.3	1	-1	-1

Gathered by group: the compounds so far with a Cl atom
SMILES	MITF act	cardiac RTF act	Rtt109 Vps75	Tat export inh	CDK5 p35 inh	dFosB act	CAL PDZ FP-1	V-ATPase pHluor	Wnt bcat act	CAL PDZ FP-2
COc1ccccc1NC(=O)C(C/C=C(/C)Cl)C(C)=O (configuration not stated)	-10	-3	-5	1	0.6	-4	-0.3	0	2	-2
COc1ccccc1CCNC(=O)C(=O)NCC1OCCN1C(=O)c1ccc(Cl)cc1 (configuration not stated)	-3	-1	1	-15	-0.3	-8	-0.8	1	-3	/
CSc1nc(-c2ccc(Cl)cc2)nn1C(=O)c1ccccc1	42	7	-1	-5	-0.1	-6	-0.1	1	/	/
O=C1CCCC2=C1C(c1ccc(Cl)cc1)N1C(=O)CCSC1=N2 (configuration not stated)	/	3	-5	5	-0.2	-1	-2.1	-7	-7	-2
CSCCC(NC(=O)c1ccccc1Cl)C(=O)OCC(=O)N1CCCC1=O (configuration not stated)	5	-1	14	-12	-1.4	-4	-0.9	1	0	-2
CC(Oc1cccc(Cl)c1)C(=O)Nc1ccc(S(=O)(=O)Nc2ncccn2)cc1 (configuration not stated)	-26	-4	-5	-3	-1.0	0	0.3	2	-1	-7
COC(=O)[C@@H]1C[C@@H]2CC[C@@H](O)C[C@@H]2N1Cc1ccc(Cl)cc1	-5	-4	-5	-20	-1.5	2	-0.6	0	-6	-1
Cc1ccc(NC(=O)c2c(C)nn(-c3ccccc3)c2Cl)c(C)c1	36	-3	-37	2	-0.3	-9	-0.5	-2	/	0
